PrPC surface inh – inhibitors of human cell surface prion protein PrPC, primary screen, cell-based, TR-FRET; inhibition, % at 13.8 µM; Major prion protein (Homo sapiens), P04156; AID 720596, 2013; 370,000 compounds, 0.43% hits; TR-FRET read-out; in the data active = inhibition above about 24%; also: 0% = median of the test wells and 100% = reference compound wells
BoNT A protease – BoNT/A light chain protease inhibitors, primary screen, biochemical, flow cytometry, MLPCN library; multiplex microsphere protease substrate cleavage; inhibition, % at 10 µM; 360,000 compounds, 0.17% hits; AID 588499, 2011; also: plate controls were buffer without enzyme for full effect and enzyme alone for no effect
PriA SSB inh – inhibitors of Klebsiella pneumoniae PriA binding to SSB C-terminal tail, primary screen, biochemical, AlphaScreen; PriA–SSB C-terminal tail interaction (Klebsiella pneumoniae); AlphaScreen SSBct-PriA binding, biotinylated peptide; inhibition, % at 33 µM; 430,000 compounds, 0.6% hits; in the data active = inhibition mostly above about 37%, no sharp cut-off; inactive = mostly below about 20%;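 also: plate controls were negative control peptide for no effect and reference peptide for full effect; strong numbers were not always called active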
Rv3671c protease – Rv3671c serine protease inhibitors, primary screen, biochemical, fluorescence polarization, M. tuberculosis H37Rv. inhibition, % at 5.96 µM. 320,000 compounds, 0.048% hits. AID 2606, 2010. P9WHR9; in the data active = inhibition above about 38%;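 also: extracellular domain of Rv3671c used as enzyme; 0% = enzyme with DMSO and 100% = no enzyme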
Target sequence (P9WHR9 whole entry, looked up, the tested form may be a part): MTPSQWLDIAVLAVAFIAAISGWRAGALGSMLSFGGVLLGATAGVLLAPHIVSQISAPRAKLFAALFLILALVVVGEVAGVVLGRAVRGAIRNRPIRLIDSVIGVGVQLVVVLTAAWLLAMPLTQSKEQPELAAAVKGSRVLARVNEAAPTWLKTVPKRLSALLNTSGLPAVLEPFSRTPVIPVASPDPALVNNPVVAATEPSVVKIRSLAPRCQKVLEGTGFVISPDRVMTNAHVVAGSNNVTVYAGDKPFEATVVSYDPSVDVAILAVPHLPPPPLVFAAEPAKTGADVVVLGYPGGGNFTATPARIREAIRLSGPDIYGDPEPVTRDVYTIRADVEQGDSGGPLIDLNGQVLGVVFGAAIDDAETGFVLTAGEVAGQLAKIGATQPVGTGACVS
CCHF vOTU inh – CCHFV vOTU protease inhibitors, primary screen, biochemical, Pep-AMC substrate, fluorescence | 370,000 compounds, 0.55% hits | inhibition, % at 11.5 µM; in the data active = inhibition above about 30%; also: 0% = vehicle wells with enzyme and 100% = no enzyme wells
VHR inh abs – VHR1 phosphatase inhibitors, primary screen, biochemical, absorbance, uHTS. 290,000 compounds, 0.52% hits. inhibition, % at 13.3 µM. Dual specificity protein phosphatase 3 (Homo sapiens), P51452. recombinant VHR phosphatase, pNPP absorbance; in the data active = inhibition above about 50%; also: some compounds called inactive have numbers as strong as hits
Target sequence (P51452 whole entry, looked up): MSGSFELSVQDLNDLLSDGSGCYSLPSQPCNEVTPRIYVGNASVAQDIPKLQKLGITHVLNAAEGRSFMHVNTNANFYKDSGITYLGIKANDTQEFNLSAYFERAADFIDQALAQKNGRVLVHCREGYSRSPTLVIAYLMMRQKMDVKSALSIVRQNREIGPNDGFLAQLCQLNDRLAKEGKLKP
MazEF act – activators of E. coli MazEF toxin-antitoxin RNase, primary screen, biochemical, fluorescence, uHTS; FAM/BHQ RNA-DNA oligo cleavage fluorescence, 5 h; activation, % at 20 µM; 350,000 compounds, 0.32% hits; in the data active = activation above about 50%
Target sequence (P0AE70 whole entry, looked up): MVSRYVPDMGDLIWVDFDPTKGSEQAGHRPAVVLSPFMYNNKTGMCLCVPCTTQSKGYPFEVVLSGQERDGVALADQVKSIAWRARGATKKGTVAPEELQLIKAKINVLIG
SARS 3CLpro inh – SARS-CoV 3CLpro protease inhibitors, primary screen, biochemical, quenched FRET. 290,000 compounds, 0.14% hits. recombinant SARS-CoV 3CLpro, quenched FRET peptide cleavage. inhibition, % at 6 µM. AID 1706, 2009; in the data active = inhibition above about 12%
Anthrax LF prot – Bacillus anthracis LF protease inhibitors, primary screen, biochemical, multiplex microsphere, MLPCN library | Lethal factor (Bacillus anthracis), P15917 | 360,000 compounds, 0.12% hits | inhibition, % at 10 µM | multiplex microsphere protease cleavage assay; also: plate controls were buffer without enzyme for full effect and enzyme alone for no effect
BoNT F protease – BoNT/F light chain protease inhibitors, primary screen, biochemical, flow cytometry, MLPCN library. Botulinum neurotoxin type F light chain protease (Clostridium botulinum). Multiplex microsphere protease cleavage assay. inhibition, % at 10 µM. 360,000 compounds, 0.22% hits. AID 588497, 2011; in the data active = inhibition above about 35%, passing the limit was not always enough; inconclusive = no clear call, values can overlap the other calls; also: plate controls were buffer without enzyme for full effect and enzyme alone for no effect
Active calls of the source: *; i = inactive; ? = inconclusive; . = not tested or not shown; & = joins results of further samples. Rule as the data show it, unless noted: active = inhibition above about 30%; inconclusive = no clear call, values can overlap the other calls; inactive = below that.

item	compound	PrPC surface inh	BoNT A protease	PriA SSB inh	Rv3671c protease	CCHF vOTU inh	VHR inh abs	MazEF act	SARS 3CLpro inh	Anthrax LF prot	BoNT F protease
1	CC(C)(C)CC(C)(C)NC(=O)c1ccc2snnc2c1	0.9	-0.4	-3.9	2.0	-3.2	-8.8	7.2	0.3	-5.5	-0.7
2	O=C(O)C1CSCN1S(=O)(=O)c1cccc2nsnc12 (centres undefined)	-20.1	2.9	-11.2	-10.7	-10.2	-8.7	-1.0	.	3.1	-1.6
3	CCOc1ccc(CCNC(=O)CCCN2C(=O)c3ccccc3C2=O)cc1OCC	-4.4	?	3.0	10.1	0.9	-8.6	8.4	-2.5	-0.7	1.5
4	COc1ccc(S(=O)(=O)Cc2ccc(C(=O)NC3CCCC3)o2)cc1	-7.6	-0.5	-1.6	5.2	-3.0	10.7	1.9	-2.2	2.9	-5.6
5	COc1ccc(N(CC(=O)NC2CCCC2)C(=O)Cn2nnc(-c3ccc(F)cc3)n2)cc1OC	.	1.1	-2.0	6.7	.	6.2	-5.4	-0.4	-3.9	3.0
6	O=C(O)c1ccc2c(c1)-c1cc(C(=O)O)ccc1S2(=O)=O	2.2	1.9	-0.5&-7.0	-4.8	-8.0	-14.4	5.6	-4.8	1.4	7.0
7	Cc1nn(C)cc1C(C)NC(=O)c1cc(COc2cccc3cnccc23)on1 (centres undefined)	2.8	1.6	-6.8	0.7	-17.4	10.5	4.7	6.1	-2.6	-2.8
8	CCC(C)[C@H](NC(=O)N1CC(=O)Nc2ccccc21)C(=O)N1CCC[C@H]1C(=O)O (some centres undefined)	3.8	-0.5	7.0	8.5	-2.6	4.9	-32.2	-1.0	-9.3	-2.3
9	COc1ccc(C(=O)NC2CC(C)(C)Cc3c2cnn3-c2ccccc2)cc1OC (centres undefined)	13.3	-2.0	-1.3	9.4	20.1	5.5	3.7	-0.1	0.8	-2.4
10	COC(=O)c1[nH]c2ccc(Cl)cc2c1NC(=O)Oc1ccccc1	-4.7	0.7	3.3	-17.0	-42.2	13.1	0.3	-1.1	1.7	?
11	Cc1ccc(C)c(C(=O)CCC(=O)N2CCN(c3ncccn3)CC2)c1	1.3	-5.0	-12.4	10.1	7.6	5.2	1.1	4.2	5.4	19.0
12	O=C(c1ccccc1)N1CCN(Cc2c[nH]c3ccccc23)CC1	-0.9	1.6	-2.4	3.5	4.7	2.9	0.2	6.0	0.3	21.8
13	C=CCn1c(CCCNC(=O)C(C)(C)C)nc2ccccc21	-10.8	0.0	-12.1	-3.1	10.9	5.6	1.1	7.6	-3.0	-1.1
14	COc1ccccc1NC(=O)C(C)OC(=O)C1CCC(C(C)(C)C)CC1 (centres undefined)	-1.4	2.5	-16.1	-6.0	17.6	.	-0.1	.	-0.6	-4.2
15	CNC(=S)N(CCc1cccc(C)c1)Cc1cc2cc(OC)c(OC)cc2[nH]c1=O	2.7	0.2	8.3	-8.6	-11.0	-21.3	6.4	6.0	-0.4	-4.4
16	O=C(O)/C=C/C(=O)NCC1CCC(CNC(=O)/C=C/C(=O)O)CC1 (centres undefined)	6.5	.	-16.9	-5.1	3.5	25.0	0.3	-3.1	.	.
17	CC(=O)Nc1ccc(C(=O)COC(=O)c2ccco2)c(F)c1	5.9	1.0	-8.8	-10.4	6.6	.	5.6	.	1.5	-8.5
18	OC(CNCCC1C=Nc2ccccc21)Cn1c2ccc(Cl)cc2c2cc(Cl)ccc21 (centres undefined)	-8.4	-3.0	65.3*	12.3	7.9	2.6	-27.2	-1.6	-13.4	-46.0
19	O=C(OCC(=O)N1CCN(c2ccccc2)CC1)c1ccccn1	8.3	-0.1	4.1	7.2	-0.2	14.3	12.6	-1.9	-1.6	11.2
20	CC(=O)c1cccc(NC(=O)N2CCCC2C(=O)Nc2c(C)cccc2C)c1 (centres undefined)	3.6	0.8	-4.3	-2.7	14.7	0.0	3.1	-0.3	-4.0	12.3
21	COCCNC(=O)C1CCC(Cn2c(=S)[nH]c3ccccc3c2=O)CC1 (centres undefined)	-3.2	-1.1	-9.4	-3.1	6.9	15.6	-0.3	1.8	-3.2	-2.8
22	COc1cc2c(c(OC)c1OC)-c1ccc(O)c(=O)cc1[C@@H](N)CC2	-2.8	2.7	-2.4	9.7	4.7	.	3.3	.	6.2	-17.2
23	Cc1ccc(S(=O)(=O)Nc2ccc(NC(=O)c3cccs3)cc2)cc1	-3.8	-1.5	2.4	-10.3	8.8	-7.1	-10.3	1.0	3.0	-14.3
24	S=c1[nH]nc(-c2cccnc2)o1	-4.4	0.8	-4.0&7.0&-29.4	2.1	4.5	-14.1	1.4	-2.5	-2.2	4.6

Arranged by formula weight (highest first): part of the list above.
item	compound	PrPC surface inh	BoNT A protease	PriA SSB inh	Rv3671c protease	CCHF vOTU inh	VHR inh abs	MazEF act	SARS 3CLpro inh	Anthrax LF prot	BoNT F protease
8	CCC(C)[C@H](NC(=O)N1CC(=O)Nc2ccccc21)C(=O)N1CCC[C@H]1C(=O)O (some centres undefined)	3.8	-0.5	7.0	8.5	-2.6	4.9	-32.2	-1.0	-9.3	-2.3
20	CC(=O)c1cccc(NC(=O)N2CCCC2C(=O)Nc2c(C)cccc2C)c1 (centres undefined)	3.6	0.8	-4.3	-2.7	14.7	0.0	3.1	-0.3	-4.0	12.3
16	O=C(O)/C=C/C(=O)NCC1CCC(CNC(=O)/C=C/C(=O)O)CC1 (centres undefined)	6.5	.	-16.9	-5.1	3.5	25.0	0.3	-3.1	.	.

Next part:
item	compound	PrPC surface inh	BoNT A protease	PriA SSB inh	Rv3671c protease	CCHF vOTU inh	VHR inh abs	MazEF act	SARS 3CLpro inh	Anthrax LF prot	BoNT F protease
25	COc1ccc(CCN2C(=O)C3C4CC(C5C(C(=O)NN)=NOC45)C3C2=O)cc1OC (centres undefined)	7.8	0.1	-4.1	-6.3	-0.3	-0.5	-1.6	-0.7	-2.6	-3.8
26	COc1ccc(C(=O)c2ccccc2)cc1CN1CCOCC1	-6.9	0.4	.	.	3.1	.	-1.5	.	-9.1	4.7
27	CCOc1ccc(NC(=O)CSc2nnc(N)s2)c([N+](=O)[O-])c1	-30.5	-0.7	2.7	2.5	2.8	6.7	6.1	1.4	-0.8	2.2
28	Cc1ccccc1NS(=O)(=O)c1ccc(OCC(=O)NCC2CCCO2)cc1 (centres undefined)	-7.0	1.9	-2.8	-4.6	3.5	23.9	-0.3	8.2	-2.5	5.4
29	Cc1cccc(-n2c(C)nc3cc(C(=O)NCc4ccc5c(c4)OCO5)ccc32)c1	-4.2	-2.4	-1.4	-9.2	4.7	-4.5	2.7	8.2	0.0	-14.6
30	Cc1cc(C)nc(Nc2ncc(O)n2-c2ccc(C)c(Cl)c2)n1	-0.8	-0.1	-10.8	3.2	7.5	1.8	7.1	-4.3	-1.5	-16.3
31	COc1ccc(NC(=O)CCCC(=O)O)cc1Cl	0.5	-0.4	-22.3	12.7	-6.4	-17.9	2.9	3.2	3.1	-6.4
32	O=[N+]([O-])c1nn(-c2ccccc2)[n+]([O-])c1N1CCN(c2ccccc2)CC1	-4.0	-0.5	10.2	8.1	7.5	10.6	-2.3	-3.8	5.1	-0.1
33	Cc1occc1C(=O)Nc1ccc2c(c1)OCO2	1.3	-2.2	1.8	-9.1	4.3	3.5	-1.0	-4.2	3.7	-33.0
34	O=C(O)Cn1cnc2scc(-c3ccccc3)c2c1=O	4.9	1.2	-5.9	3.4	-2.8	3.6	8.3	2.0	-3.1	21.7
35	CCC(=O)N/N=C(\C)CC(=O)Nc1ccc(F)cc1	-1.1	-0.2	.	0.4	3.8	2.7	8.7	6.1	-7.9	4.1
36	Cn1cccc1-c1cc(C(=O)N/N=C/c2ccc([N+](=O)[O-])cc2)[nH]n1	-8.4	-2.2	.	-4.1	0.7	6.7	18.0	5.8	0.8	-17.7
37	N#Cc1ccc(Oc2ccc(S(=O)(=O)N3CCCCC3)cn2)cc1	.	0.4	0.2	-6.7	.	.	-2.5	.	-1.7	-9.0
38	CN1CCN(C(=O)CCN2C(=O)/C(=C/c3ccccc3Cl)SC2=S)CC1	-3.0	0.4	6.5	-57.6	6.9	5.6	2.5	5.7	2.5	3.3
39	CC(C)N1C(=O)N(c2cccc(Cl)c2)C(C)(O)CC1(C)C (centres undefined)	-1.9	-3.0	3.9	6.9	-1.0	3.5	-0.3	1.0	15.5	-2.2
40	Cc1ncc([N+](=O)[O-])n1Cc1ccc(Cl)cc1	5.2	-0.5	3.7	-23.6	6.3	34.9	-4.9	-2.1	5.1	-11.9
41	Cc1oc(C(=O)Nc2ccc(C(=O)O)cc2)cc1COc1ccccc1	6.3	-1.1	-3.9	1.1	-4.8	37.1	-3.2	5.5	-3.3	-3.0
42	CC(C)(C)c1cc(CCC(=O)N2CCCC2)cc(C(C)(C)C)c1O	4.1	-1.3	-11.4	5.2	-2.4	5.4	-11.1	2.6	-6.8	-6.2
43	CCSC1=C(C#N)C2(CCCCC2)C(C#N)C(=O)N1 (centres undefined)	0.4	?	-13.1	0.1	0.7	36.1	11.4	-3.5	0.8	1.5
44	COc1cn(-c2ccccc2)nc1C(=O)NCc1ccccc1	7.3	1.7	1.9	-0.9	-3.4	-1.0	7.1	2.0	0.7	-1.3
45	CCN(CC(=O)Nc1ccc(OC)cc1)C(=O)c1cc(S(=O)(=O)N2CCOCC2)ccc1N1CCCC1	6.7	1.5	-22.3	-6.7	-1.4	.	-5.1	.	-1.9	-2.0
46	Nc1nc2ccc(Cl)cc2[nH]1	-1.9	0.1	-4.0	.	-8.0	.	1.7	.	-3.3	-2.0
47	Cc1nc(C(=O)O)nn1-c1ccc([N+](=O)[O-])cc1	-15.8	-0.1	-11.3	5.0	-2.0	21.2	0.1	-1.3	1.4	0.5
48	CCOC(=O)CCSc1cc(C)c2ccccc2n1	-0.4	0.9	-45.0	1.5	7.2	27.6	-6.9	5.7	-6.3	0.5
49	O=S(=O)(N/N=C1/CC(c2ccccc2)Oc2ccccc21)c1ccc(Br)cc1 (centres undefined)	4.8	?	.	-16.6	7.1	7.6	-1.2	-1.9	?	i
50	COC(=O)c1ccc2nc(-c3ccccc3)c(Cc3ccc(C)cc3)n2c1	0.7	-0.1	.	.	-2.2	.	.	.	-0.7	-8.8
51	N#C/C(=C\c1c(N2CCC(C(N)=O)CC2)nc2ccccn2c1=O)S(=O)(=O)c1ccc(Cl)cc1	-4.8	1.1	6.7	2.1	1.2	-0.7	-3.0	-4.9	1.6	-10.6
52	CC(=O)Nc1ccc(S(=O)(=O)N2CCC3(CC2)OCCO3)cc1	11.3	-9.2	-3.4	-6.8	-10.0	-7.2	-1.0	-0.1	-1.2	-7.3
53	COc1ccc(CCN2C(=O)CC(NNc3ccc([N+](=O)[O-])cc3)C2=O)cc1OC (centres undefined)	-7.0	-0.5	5.0&-5.9	0.8	-6.8	14.9	-0.1	-4.4	-5.6	-11.3
54	OC1CCCN(CC(O)c2ccccc2)C1 (centres undefined)	5.7	0.4	-2.7	2.4	-2.4	3.3	-2.7	2.2	2.2	1.7
55	NC(Cc1ccc(C(F)(F)F)cc1)c1csc(Nc2nccc(C(F)(F)F)n2)n1 (centres undefined)	-8.5	-0.3	.	.	8.9	.	.	.	-4.6	-27.6
56	O=C(NCC(=O)N(c1cnc2ccccc2c1)C(C(=O)NC1CCCC1)c1ccncc1)c1ccco1 (centres undefined)	1.2	0.4	-3.0	1.5	3.9	13.3	-5.8	-3.7	1.3	8.0

Screening results from PubChem BioAssay.

The list is partial; count on the stated rates, not on these rows.
